PKA-R2B act = activators of human PKA-R2B complex. 340,000 tested, 0.079% active. AID 504700. activation, % at 11.4 µM. PKA-R2B holoenzyme dissociation, Cy5-IP20 fluorescence polarization; R2B truncated from residue 108, S112A mutant; 0% DMSO only, 100% 113 µM cGMP. P22694+P31323;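 active = activation above a cutoff set at the mean over all compounds plus 3 SD, cut at about 18% in these data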;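 note: higher means more holoenzyme dissociation and a rise in polarization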
phage Ecoli inh = E. coli growth loss with phage present. growth absorbance. inhibition, % at 11.9 µM. 360,000 tested, 0.26% active. AID 651602; in the data active = inhibition above about 11%
AddAB inh = less growth of phage-infected E. coli with AddAB; E. coli expressing H. pylori AddAB, absorbance growth; inhibition, % at 11.9 µM; 330,000 tested, 0.29% active; AID 435030; in the data active = inhibition above about 12%;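 note: 0% = vehicle wells of infected cells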
E coli growth = bacterial growth inhibition, counter-screen for AddAB inhibitors; AID 449728; inhibition, % at 11.9 µM; 330,000 tested, 0.27% active; E. coli V3065 growth, OD600 absorbance, 18 h;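 active = inhibition above the campaign's mean inhibition across all tested compounds plus 3 SD, cut at about 9.9% in these data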;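 note: uninfected addAB+ strain grown without phage in ampicillin broth; 0% = DMSO wells and 100% = ciprofloxacin 0.95 µg/ml wells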
PKA-R1A activ = activates the PKA-R1A holoenzyme complex. P00514+P68181. PKA-R1A dissociation, Cy5-IP20 fluorescence polarization; scaled: DMSO 0%, 113 µM cGMP 100%. activation, % at 11.4 µM. 340,000 tested, 0.083% active;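 active = percent activation above the mean of all tested compounds plus 3 SD, cut at about 19% in these data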;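 note: higher means more PKAc released from R1A so a rise in polarization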
Tat transport = inhibitors of E. coli Tat protein transport; E. coli MC4100 TorA-mCherry Tat export, fluorescence; inhibition, % at 10 µM; 340,000 tested, 0.036% active;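 active = mean replicate inhibition at least 50% and at least half of replicates individually reaching 50%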;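 note: exported cargo escapes ClpAP degradation while cytoplasmic cargo is degraded and loses fluorescence; 0% = median of neutral control wells and 100% = median of NaSCN control wells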
DAGLB inhibitor = blocks human DAGLB lipase activity; Q8NCG7; HEK293T DAGLB membrane lysate, EnzChek fluorogenic substrate; inhibition, % at 5.17 µM; 340,000 tested, 0.059% active; in the data active = inhibition above about 34%;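 note: 0% = enzyme with vehicle and 100% = wells lacking enzyme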
SUMO Mot1 rescue = blocks SUMOylation pathway, rescuing yeast Mot1-301 growth; S. cerevisiae Mot1-301 growth rescue, ATP luminescence, 38.5C; percent above DMSO median, 100 means doubled; growth rescue, % at 18.8 µM; 320,000 tested, 1% active;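 active = every valid replicate shows activation above 250% relative to neutral control wells; inactive = the rest, any valid replicate at or below 250%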;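 note: OY570 slx delta 5 strain wells were the positive control but not used for scaling; some compounds called inactive have numbers as strong as hits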
HTR5A ag = HTR5A agonism, opioid heterodimer counter-screen; 340,000 tested, 0.61% active; AID 504692; HTR5A agonist assay, luminescence, cell-based; P47898; activation, % at 9.3 µM; in the data active = activation mostly above about 9.5%, no sharp cut-off; inactive = mostly below about 7.6%;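 note: 0% = cells with vehicle only and 100% = reference agonist; strong numbers were not always called active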
Target sequence (P47898 whole entry, looked up): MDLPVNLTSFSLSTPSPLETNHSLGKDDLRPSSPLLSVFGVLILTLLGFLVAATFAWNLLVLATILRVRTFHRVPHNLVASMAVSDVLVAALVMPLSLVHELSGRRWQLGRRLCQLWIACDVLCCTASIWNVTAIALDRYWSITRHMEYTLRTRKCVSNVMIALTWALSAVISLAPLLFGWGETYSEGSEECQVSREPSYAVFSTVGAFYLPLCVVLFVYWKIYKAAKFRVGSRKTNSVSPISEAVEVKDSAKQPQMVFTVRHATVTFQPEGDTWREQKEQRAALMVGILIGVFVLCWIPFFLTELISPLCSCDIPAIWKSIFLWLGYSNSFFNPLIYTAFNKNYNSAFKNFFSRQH
CDK5 inh = inhibitors of human CDK5/p35 kinase; Q00535+Q15078; Recombinant CDK5/p35, ADP-Glo luminescence, 60 min; inhibition, % at 10 µM; 330,000 tested, 0.01% active;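 active = highest replicate inhibition of at least 50% and at least 75% of replicates reaching 50%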;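 note: plate controls were DMSO neutral control for no effect and GW8510 at 10 µM for full effect; many of its hits are not listed in these tables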
Target sequence (Q00535 whole entry, looked up): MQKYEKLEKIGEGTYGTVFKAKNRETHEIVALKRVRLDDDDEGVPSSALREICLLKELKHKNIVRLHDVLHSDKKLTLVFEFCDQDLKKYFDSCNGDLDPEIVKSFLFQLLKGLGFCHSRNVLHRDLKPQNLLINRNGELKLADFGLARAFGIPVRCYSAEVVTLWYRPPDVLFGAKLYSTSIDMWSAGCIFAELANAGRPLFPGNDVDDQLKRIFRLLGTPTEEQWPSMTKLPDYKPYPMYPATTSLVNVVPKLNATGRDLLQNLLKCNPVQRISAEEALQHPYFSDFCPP
Target sequence (Q15078 whole entry, looked up): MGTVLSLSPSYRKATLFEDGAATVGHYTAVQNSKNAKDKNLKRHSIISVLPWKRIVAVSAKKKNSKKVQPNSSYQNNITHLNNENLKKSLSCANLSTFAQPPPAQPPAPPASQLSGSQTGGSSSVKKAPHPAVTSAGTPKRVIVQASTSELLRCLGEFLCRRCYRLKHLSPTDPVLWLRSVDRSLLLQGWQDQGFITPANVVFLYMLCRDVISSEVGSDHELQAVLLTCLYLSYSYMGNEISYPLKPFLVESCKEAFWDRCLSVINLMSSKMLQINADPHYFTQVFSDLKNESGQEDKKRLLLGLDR
HTR5A inv ctr = counter-screen for OPRM1-OPRD1 inverse agonists: human HTR5A inverse agonism; HTR5A cell line, luminescence; inhibition, % at 9.3 µM; P47898; 340,000 tested, 0.083% active; in the data active = inhibition mostly above about 23%, no sharp cut-off; inactive = mostly below about 18%;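 note: 0% = cells with DMSO and 100% = no-cell wells with DMSO; some compounds called inactive have numbers as strong as hits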
Active calls of the source: *; x = no result given; & = joins results of further samples. Compounds were not picked by outcome; overall some 2.3% were active at least once.

1	O=C(O)C(Cc1ccccc1)NS(=O)(=O)c1ccc2c(c1)OCCO2 (stereo not drawn)
2	c1ccc(OCCSc2nnnn2C2CCCCC2)cc1
3	CC(O)[C@H]1CC[C@H]2[C@@H]3CC[C@H]4C[C@@H](O)CC[C@]4(C)[C@H]3C(=O)C[C@]12C (stereo partly drawn)
4	O=C(NCC(=O)N1CCCC(C(F)(F)F)C1)c1ccccc1Br (stereo not drawn)
5	CCOC(=O)c1ccc2nc(C)c(C)nc2c1
6	Clc1cnc(N/N=C/c2cccs2)c(Cl)c1
7	O=C1c2cccc(Sc3ccccc3)c2C(=O)c2c(Sc3ccccc3)cccc21
8	CCC(CC)NC(=O)CSc1nnc(-c2ccc(OC)cc2)n1C(C)C
screen / no.	1	2	3	4	5	6	7	8
PKA-R2B act	-16.2	8.8	1.4	0.8	-3.2	1.8	x	-15.6
phage Ecoli inh	1.9	1.7	3.3	3.6	4.6	2.4	3.6	-1.9
AddAB inh	0.7	1.7	0.4	0.4	1.4	-1.9	3.2	0.8
E coli growth	-0.1	5.8	0.9	-2.5	0.4	1.9	1.8	-1.5
PKA-R1A activ	-9.1	-5.7	-7.4	-3.8	-8.5	-8.5	x	-8.0
Tat transport	0.6	8.6	13.7	-7.6	9.7	-4.2	0.9	-6.3
DAGLB inhibitor	-2.3	-4.9	0.0	-0.7	-2.4	1.0	x	-2.4
SUMO Mot1 rescue	-11.2	22.3	20.3	14.3	-20.7	-1.5	-7.4	x
HTR5A ag	-6.1	3.3	-1.0	-6.4	-1.0	-4.6	x	-1.8
CDK5 inh	0.3	-0.4	-0.8	-1.6	1.1	-0.5	-0.6	-0.8
HTR5A inv ctr	-4.0	-8.6	-32.6	15.7	19.1	-3.9	x	5.0

9	CC(=O)Nc1ccc(S(=O)(=O)NNC(=O)COc2cc(C)ccc2C(C)C)cc1
10	CC(C)(C)C(=O)O/N=C(\N)c1ccc(Br)cc1
11	O=S(=O)(Nc1ccccc1N1CCOCC1)c1ccc(F)c(Cl)c1
12	Cc1noc(C)c1COc1ccccc1C(=O)N(C)Cc1ccco1
13	COc1ccc(/C(N)=N/OC(=O)c2c(-c3ccccc3Cl)noc2C)cc1OC
14	OCc1cn(-c2ccccc2)nn1
15	Cc1sc2ncnc(OCC(=O)NC3CCS(=O)(=O)C3)c2c1C (stereo not drawn)
16	Oc1ccc(/C=N/n2cc(-c3ccccc3)[nH]c2=S)cc1
screen / no.	9	10	11	12	13	14	15	16
PKA-R2B act	20.4*	-9.8	-5.6	10.2	4.0	3.4	-4.0	-8.3
phage Ecoli inh	3.3	2.9	-1.2	-0.1	1.2	4.7	0.2	0.3
AddAB inh	4.4	-2.3	2.9	3.1	x	0.5	4.3	-2.2
E coli growth	-1.6	-2.9	-1.0	0.2	x	-3.9	4.5	0.8
PKA-R1A activ	6.7	0.3	4.6	3.4	0.4	-9.5	3.7	-6.9
Tat transport	-6.9	2.6	-5.2	-2.4	1.8	-0.1	5.5	-1.3
DAGLB inhibitor	-1.4	-0.1	-1.7	1.9	-1.4	-1.1	-1.6	1.1
SUMO Mot1 rescue	-9.3	2.2	-11.4	0.1	-13.7	41.8	-29.4	x
HTR5A ag	0.2	7.3	0.3	2.9	12.2*	3.8	10.6	7.9
CDK5 inh	-0.4	-0.5	0.6	-0.1	0.9	0.0	-1.6	6.9
HTR5A inv ctr	8.9	-19.0	-27.6	-7.3	-29.0	-10.5	-13.0	5.1

17	CC(=O)Nc1ccc(C(=O)CSc2cc(C)c3cccc(C)c3n2)cc1
18	O=C1CC(c2ccc(O)cc2)Oc2cc(O)ccc21 (stereo not drawn)
19	O=c1[nH]cc(O)c(=O)[nH]1
20	CC(=O)Nc1ccc(C(=O)NNC(=O)c2cc([N+](=O)[O-])cc([N+](=O)[O-])c2)cc1
21	COc1ccc(/C=C/C(=O)c2cc(Cl)ccc2O)c(OC)c1
22	O=C(Nc1cccc(C(=O)N2CCN(c3ccc(F)cc3)CC2)c1)c1ccccc1
23	C=C(C)CSc1nc2c(c(=O)[nH]c(=O)n2C)n1Cc1ccccc1
24	CCOc1ccc(OCCC(=O)OCC(=O)NCc2ccccc2)cc1
screen / no.	17	18	19	20	21	22	23	24
PKA-R2B act	5.3	-10.0	0.5	4.3	3.6	1.7	-9.6	-1.1
phage Ecoli inh	3.7	0.5	2.8	6.5	2.9	5.3	1.8	2.1
AddAB inh	-0.8	2.7	3.7	1.8	0.3	-1.4	-3.1	-0.6
E coli growth	-3.0	0.5	-0.7	-1.6	-0.8	-0.6	-0.3	1.4
PKA-R1A activ	9.6	-1.0	-0.9	-5.1	2.5	-8.3	-3.8	-2.8
Tat transport	-1.7	-1.8	8.8	3.5	5.8	1.8	7.6	-7.2
DAGLB inhibitor	-0.8	-1.2	0.6	1.5	-13.6	1.3	6.3	-3.2
SUMO Mot1 rescue	-8.0	-10.8	14.1	3.2	-5.0	-7.1	4.0	2.2
HTR5A ag	-1.0	2.1	2.8	-3.4	2.0	-0.1	-2.6	-3.7
CDK5 inh	0.6	5.3	-1.3	1.0	2.3	-0.6	-0.1	-0.1
HTR5A inv ctr	8.1	24.3	-8.9	5.7	-10.8	0.4	7.2	-3.0

Arranged by the number under phage Ecoli inh (largest number first): 3 of the compounds above
#	SMILES	PKA-R2B act	phage Ecoli inh	AddAB inh	PKA-R1A activ	Tat transport	DAGLB inhibitor	SUMO Mot1 rescue	CDK5 inh
17	CC(=O)Nc1ccc(C(=O)CSc2cc(C)c3cccc(C)c3n2)cc1	5.3	3.7	-0.8	9.6	-1.7	-0.8	-8.0	0.6
24	CCOc1ccc(OCCC(=O)OCC(=O)NCc2ccccc2)cc1	-1.1	2.1	-0.6	-2.8	-7.2	-3.2	2.2	-0.1
23	C=C(C)CSc1nc2c(c(=O)[nH]c(=O)n2C)n1Cc1ccccc1	-9.6	1.8	-3.1	-3.8	7.6	6.3	4.0	-0.1

Additional results follow:
25	CCOC(=O)c1c(NC(=O)/C=C/c2ccco2)sc(C)c1C
26	COc1ccccc1NC(=O)C1CCCN(S(=O)(=O)c2cnc[nH]2)C1 (stereo not drawn)
27	CS(=O)(=O)N1CCN(c2ccc(Cl)cc2[N+](=O)[O-])CC1
28	Cc1cc(C)n(C(=O)Cn2nc(C)c(Cl)c2C)n1
29	Cc1[nH]c2ccccc2c1SCC(=O)N1CCCCCC1
30	OCCNc1nc(NCc2ccccc2)c2ccccc2n1
31	CCCCn1c(SCC(=O)OC)nc2c1c(=O)n(C)c(=O)n2C
32	Cc1cc(Cl)ccc1Oc1ncc(-c2ccc(Cl)cc2)cn1
screen / no.	25	26	27	28	29	30	31	32
PKA-R2B act	5.8	-12.8	2.4	-4.9	-7.8	-8.2	12.6	5.1
phage Ecoli inh	1.5	1.8	3.2	1.3	5.3	3.3	2.6	2.1
AddAB inh	1.6	5.3	2.8	-2.0	3.6	1.0	0.4	4.6
E coli growth	0.9	0.8	-1.0	1.0	1.0	-1.5	-1.2	1.1
PKA-R1A activ	1.4	-8.6	6.6	-9.8	4.5	-7.3	-7.3	3.2
Tat transport	-0.3	2.2	-1.4	-13.5	1.9	9.9	7.7	6.0
DAGLB inhibitor	-1.9	-3.4	-2.0	-2.8	-1.6	-0.5	-1.2	-8.2
SUMO Mot1 rescue	-29.9	-0.2	-9.5	8.7	-9.6	246.6	7.5	27.8
HTR5A ag	1.6	2.6	3.6	0.1	-0.4	0.2	-2.4	8.2
CDK5 inh	-1.9	0.3	-0.1	1.4	-1.1	0.8	0.7	1.4
HTR5A inv ctr	-30.6	-7.8	12.6	-0.4	13.2	-1.0	12.9	-21.1

33	C[C@]12CCC(=O)C=C1CC[C@@H]1[C@@H]2[C@@H](O)C[C@@]2(C)[C@H]1CC[C@]2(O)C(=O)COC(=O)CCC(=O)O
34	Cc1ccc(/C=c2\sc3n(c2=O)CN(c2ccc(Br)cc2)CN=3)o1
35	O=C(c1cccs1)n1nc(-c2ccccc2)nc1NCc1ccc(F)cc1
36	Cc1[nH]n(-c2ccccc2)c(=O)c1N=Nc1ccccc1C(=O)N1CCCCC1
37	CCNC(=S)N1C2CCC1CC(NC(=O)NC1CCCCC1)C2 (stereo not drawn)
38	c1ccc(Cn2c(CSc3nnnn3-c3ccccc3)nc3ccccc32)cc1
39	O=C(CN(c1ccccc1F)S(=O)(=O)c1ccccc1)Nc1ccc2c(c1)OCCO2
40	CCc1ccc(NC2CC(=O)N(c3ccc(OC)cc3OC)C2=O)cc1 (stereo not drawn)
screen / no.	33	34	35	36	37	38	39	40
PKA-R2B act	4.1&3.5	-13.2	4.8	0.8	-0.9	-10.0	-11.9	-3.3
phage Ecoli inh	3.2	3.4	3.2	4.5	1.4	1.7	0.2	1.6
AddAB inh	0.6&-2.4	5.0	3.7	0.4	0.6	-1.4	3.4	-0.9
E coli growth	-0.7&-1.6	1.9	0.0	-0.3	-1.7	1.2	1.0	2.2
PKA-R1A activ	7.3&-3.6	0.7	4.0	-6.2	-3.7	-7.1	-7.2	2.6
Tat transport	4.0&-1.3	-10.6	-2.3	-2.7	-9.2	-1.3	-2.9	11.0
DAGLB inhibitor	0.6&1.6	-3.0	-6.2	-1.9	0.8	-0.5	-1.4	3.2
SUMO Mot1 rescue	10.9&5.9&1.2	230.8	-2.0	-7.1	-1.1	0.0	2.5	16.7
HTR5A ag	-1.4&-0.6	-1.5	-2.2	4.8	-8.4	8.8	3.6	1.5
CDK5 inh	-0.3&-0.4	0.5	0.0	1.3	0.7	0.0	0.2	-2.7
HTR5A inv ctr	-29.1&2.3	-6.6	14.0	-13.2	19.6	-23.1	3.6	-3.9

41	CC(=O)c1sc(NC(=O)C(C)C)nc1C
42	COc1cccc(CNS(=O)(=O)c2ccc(-n3cnnn3)c(C)c2)c1
43	Cc1ccc(NC2OC(CO)C(O)C(O)C2O)cc1 (stereo not drawn)
44	O=C1CC(NNc2ccccc2)C(=O)N1c1ccccc1 (stereo not drawn)
45	CSc1nc(N)nc2c1ncn2CC(=O)N[C@H](C)c1cccc2ccccc12
46	C=C(C)C1CCC2(C(=O)O)CCC3(C)C(CCC4C5(C)C(C=O)C(O)C(C)(C)C5CCC43C)C12 (stereo not drawn)
47	COc1ccc(OC)c(/C=c2\sc3nc(-c4cccs4)nn3c2=O)c1
48	Cc1cc(C)n2nc(SCC(=O)N/N=C/c3ccccn3)nc2n1
screen / no.	41	42	43	44	45	46	47	48
PKA-R2B act	7.4	-3.5	-9.0	4.5	7.5	4.0	9.6	4.0
phage Ecoli inh	2.5	1.2	0.2	0.2	-0.2	5.4	1.6	4.8
AddAB inh	2.4	-2.2	1.9	4.5	0.2	1.3	-0.3	2.7
E coli growth	-1.0	-2.6	-1.9	0.9	-1.1	-0.7	-1.7	0.3
PKA-R1A activ	-3.3	0.8	-0.1	-2.5	6.8	-4.8	-18.9	-3.6
Tat transport	-5.0	-5.0	0.6	1.1	1.4	-1.1	-3.6	-8.0
DAGLB inhibitor	4.1	-0.1	-1.3	1.8	-1.5	7.7	0.0	1.6
SUMO Mot1 rescue	x	-5.4	-18.1	162.1	-8.8	-2.9	2.7	-12.0
HTR5A ag	-1.7	1.3	0.2	1.3	x	5.5	4.4	1.9
CDK5 inh	-2.0	-0.6	1.7	-2.0	1.1	-1.8	-1.6	1.7
HTR5A inv ctr	0.4	2.3	-17.6	-10.7	x	15.7	-0.8	10.2

Compound activity (PubChem BioAssay)
